Screens as filed in PubChem.
mIAP act – mouse IAP activation | muIAP, CDP-Star luminescence, 30 min; stronger effect = higher value; 1 = vehicle-only enzyme signal, 0 = enzyme-free wells | 330,000 tested, 0.24% active | AID 2805 | activation factor at 10 µM;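 active means activation factor of at least 2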; further: the source names both 10 and 20 µM as test concentration; values of inactives mirror those of a sister screen read the other way
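also added = chemiluminescent substrate CDP-Star | test system = mouse IAP enzyme | signal = chemiluminescence readout | compound = DMSO-dissolved test compounds | incubation = 30 min at room temperature | benchmarks = DMSO wells, no-enzyme wells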
hIAP activ – increases human intestinal alkaline phosphatase activity; P09923; purified human IAP, CDP-Star luminescence, 30 min; stronger effect = higher value; 1 = vehicle-only enzyme, 0 = enzyme-free background; activation factor at 10 µM; 330,000 tested, 0.16% active;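 active means activation factor of the enzyme at least 2-fold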; further: the source names both 10 and 20 µM as test concentration; values of inactives mirror those of a sister screen read the other way
Target sequence (P09923 whole entry, looked up): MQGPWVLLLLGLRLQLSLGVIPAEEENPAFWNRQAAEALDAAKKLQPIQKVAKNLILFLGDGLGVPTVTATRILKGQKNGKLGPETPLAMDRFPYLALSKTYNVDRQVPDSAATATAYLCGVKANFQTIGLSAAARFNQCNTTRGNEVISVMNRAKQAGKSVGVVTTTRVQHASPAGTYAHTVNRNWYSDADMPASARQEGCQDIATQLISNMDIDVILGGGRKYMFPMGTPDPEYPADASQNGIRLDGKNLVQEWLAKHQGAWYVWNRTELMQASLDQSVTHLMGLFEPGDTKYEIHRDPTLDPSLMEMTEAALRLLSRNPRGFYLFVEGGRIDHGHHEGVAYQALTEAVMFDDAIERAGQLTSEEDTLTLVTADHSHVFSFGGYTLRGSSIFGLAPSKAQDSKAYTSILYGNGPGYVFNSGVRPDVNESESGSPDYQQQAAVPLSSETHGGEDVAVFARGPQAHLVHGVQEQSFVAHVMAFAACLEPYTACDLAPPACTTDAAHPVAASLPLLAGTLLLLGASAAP
ATG4B inhibitor – blocks human ATG4B protease cleavage of LC3 substrate; 340,000 tested, 0.51% active; inhibition, % at 8.33 µM; AID 504462; ATG4B cleavage of LC3-PLA2, NBD-HPC fluorescence, 1 h; in the data active means inhibition above about 40%
Target sequence (Q9Y4P1 whole entry, looked up): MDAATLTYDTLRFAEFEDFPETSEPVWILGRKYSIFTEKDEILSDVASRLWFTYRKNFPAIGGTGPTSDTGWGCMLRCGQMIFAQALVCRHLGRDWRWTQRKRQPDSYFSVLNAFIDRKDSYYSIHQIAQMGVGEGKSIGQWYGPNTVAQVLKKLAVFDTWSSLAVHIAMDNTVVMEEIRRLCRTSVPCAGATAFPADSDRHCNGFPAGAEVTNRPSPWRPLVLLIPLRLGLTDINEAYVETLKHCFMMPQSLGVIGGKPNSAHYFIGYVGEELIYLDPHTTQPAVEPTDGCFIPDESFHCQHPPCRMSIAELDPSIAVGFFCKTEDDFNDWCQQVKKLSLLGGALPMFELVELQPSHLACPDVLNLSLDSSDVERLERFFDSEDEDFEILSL
tim10-1 inh – growth inhibitors of tim10-1 mutant yeast; S. cerevisiae tim10-1 ts strain growth, BacTiter-Glo, 24 h; inhibition, % at 20 µM; 330,000 tested, 2.2% active; AID 463190;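 active means inhibition of at least 40%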;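 further: mutant grown at 25 °C; 0% = DMSO wells with yeast and 100% = wells holding no yeast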
Apaf1 inhib – blocks human Apaf-1 apoptosome activity; O14727; reconstituted apoptosome caspase-3 activity, DEVD-Rh110 fluorescence; inhibition, % at 20 µM; 330,000 tested, 0.71% active; active means inhibition of at least 40% at 20 µM;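 further: plate controls were DMSO wells for no effect and DEVD-CHO caspase inhibitor wells for full effect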
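Material: reconstituted apoptosome with Apaf-1, cytochrome c, caspase-9, procaspase-3, dATP; medium: pH 7.5 Hepes buffer with CHAPS, BSA, DTT; also added: cytochrome c and DEVD-Rh110 substrate; timing: 30 min plus 50 min, RT; signal: Rh110 fluorescence intensity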
mIAP block – mouse IAP inhibition. purified mouse IAP, CDP-Star luminescence, 30 min. inhibition, % at 10 µM. 330,000 tested, 0.2% active. AID 2806;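 active means inhibition of at least 40% at 10 µM in the primary screen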;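 further: plate controls were DMSO with enzyme for no effect and no enzyme wells for full effect; values of inactives mirror those of a sister screen read the other way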
NALP3 yeast inh – inhibitors of NALP3 inflammasome in yeast. inhibition, % at 10 µM. 330,000 tested, 0.39% active. Yeast reconstituted NLRP3/ASC/caspase-1, beta-gal luminescence, 24 h;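 active means inhibition of 50% or more; inactive means inhibition below 50%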;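 further: plate controls were induced DMSO wells for no effect and uninduced yeast grown without galactose for full effect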
TIM10 inh – TIM10 yeast growth inhibition. S. cerevisiae TIM10 strain growth, BacTiter-Glo luminescence, 24 h. inhibition, % at 10 µM. 330,000 tested, 1.4% active. AID 463195;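 active means inhibition of 40% or more at the single tested concentration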;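 further: wild-type TIM10 isogenic control strain grown at permissive 25 °C; 0% = DMSO yeast wells and 100% = minimal medium wells without yeast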
hIAP block – human IAP inhibition | P09923 | purified IAP, CDP-Star luminescence, 30 min | 330,000 tested, 0.12% active | AID 2544 | inhibition, % at 10 µM;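 active means inhibition reaching a set limit with compound at 10 µM in the primary screen, cut at about 35% in these data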;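 further: plate controls were DMSO wells with enzyme for no effect and no-enzyme buffer wells for full effect; values of inactives mirror those of a sister screen read the other way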
Starred values were filed as active, the others as inactive. No enrichment for hits; about 4.5% have a hit in one of these screens.

SMILES	mIAP act	hIAP activ	ATG4B inhibitor	tim10-1 inh	Apaf1 inhib	mIAP block	NALP3 yeast inh	TIM10 inh	hIAP block
O=C(O)C12C[C@H]3C[C@@H](C1)CC(n1ncc(N4CCN(c5ccccc5)CC4)c(Cl)c1=O)(C3)C2	1.1	1	-5	-9	-3	-14	-2	2	0
CCn1cc(CN2CCN(Cc3ccc(C)o3)C(CCO)C2)c2ccccc21 (centres undefined)	1	1	-2	6	1	-1	14	-6	-1
COc1ccc(-c2nnc(N(C)C(=O)C3CCOC3)s2)cc1 (centres undefined)	0.87	1.2	-25	-21	-1	13	12	-10	-23
Brc1ccc(-c2nnc(SCCC3OCCCO3)o2)cc1	0.99	1.1	-13	34	7	1	13	5	-10
CC1(C)CC(CC(=O)O)(c2ccc(Cl)cc2)CCO1 (centres undefined)	0.97	0.96	-2	12	2	3	6	9	4
COc1ccc(/C=C(\NC(=O)c2ccccc2)C(=O)N/N=C/c2ccncc2)cc1	0.92	0.97	-16	-1	-4	8	20	-2	3
CC1(C)Cc2c(sc(NC(=O)c3ccc(S(=O)(=O)N4CCCCCC4)cc3)c2C#N)C(C)(C)N1	0.95	1	3	-10	-4	5	14	4	-2
O=C(CSc1nc2c(c(=O)n1-c1ccccc1)SCC2)N1CCN(c2ccccc2)CC1	1	0.92	-1	22	9	-2	0	0	8
O=C(c1ccccc1)c1ccc2c(c1)OCCOCCOCCOCCO2	1	1.1	-8	-4	-208	-5	-8	-25	-6
CCc1ccc(NS(=O)(=O)c2ccc3[nH]cc(C(=O)N4CCc5ccccc54)c(=O)c3c2)cc1	0.74	1.1	36	-1	19	26	12	-3	-8
CC(C)c1cc(CNC(=O)C2CCC(=O)N(Cc3ccccc3F)C2)on1 (centres undefined)	0.91	1.1	3	3	-1	9	12	1	-9
O=C(/C=C/c1ccco1)NCCc1ccccc1	0.93	1.1	6	-29	-11	7	13	11	-5
CC(C)=NNC(=O)c1c(O)c2ccccc2[nH]c1=O	0.88	0.89	0	-38	-12	12	38	24	11
CCn1c(=O)c2ccccc2n(Cc2ccccc2C)c1=O	0.99	1.2	8	8	-9	1	-12	1	-16
Cc1ccccc1NC(=S)NC(=O)C1CCCCC1	0.99	0.96	8	37	7	0	33	28	4
CCCCN(C)CCNC(=O)C1CCCN(S(=O)(=O)c2cccc3nsnc23)C1 (centres undefined)	0.95	0.99	-9	8	-5	5	2	-5	1
C=CCn1c(C)cc(C(=O)CSc2nnc(NC(C)C)s2)c1C	0.97	1.3	-5	-33	-5	3	15	-9	-25
Oc1ccccc1-c1nnc(SCCN2CCOCC2)n1Cc1ccccc1	0.83	1.1	-9	40	7	17	10	-2	-11
O=C(COC(=O)CCC(=O)c1cccs1)Nc1ccc(S(=O)(=O)N2CCOCC2)cc1	0.95	1	-4	27	-4	5	11	8	-2
Cc1cc2c(cc(C(=O)OC(C(=O)NCC3CCCO3)C(C)C)n2C)o1 (centres undefined)	1	0.97	-16	22	6	-4	4	13	3
COc1ccc(C)cc1NC(=O)NCCCCc1ccccc1	1.4	1.1	6	35	27	-36	-13	26	-14
Cc1ccc(C)c(Cn2cnc3c(oc4ccccc43)c2=O)c1	0.98	1	9	22	-10	2	12	26	-2
COc1cccc(-n2c(C)c(C(C)=O)c(C(C)=O)c2C)c1	0.92	0.97	-9	9	-8	8	0	4	3
CC(=O)Nc1ccc(S(=O)(=O)N2CCCN(S(=O)(=O)c3ccc(NC(C)=O)cc3)CC2)cc1	1	0.91	-2	2	-2	-1	2	5	9
O=C(CSc1nnc(-c2ccncc2)n1-c1ccc(Cl)cc1)Nc1ccc(C(=O)O)cc1	1	1.2	-6	17	9	-5	9	-4	-16

The list continues:
SMILES	mIAP act	hIAP activ	ATG4B inhibitor	tim10-1 inh	Apaf1 inhib	mIAP block	NALP3 yeast inh	TIM10 inh	hIAP block
COc1ccccc1OCc1n[nH]c(=S)n1Cc1ccccc1	0.93	0.88	-6	16	1	7	20	29	12
COc1ccc(NC(=O)/C(C#N)=C/C=C/c2ccco2)cc1	0.87	1.5	-4	6	0	13	-1	11	-46
CN(Cc1ccco1)Cc1ccc(O)c2ncccc12	1	1	4	0	-5	0	25	-6	-4
COc1ccc(CNC(=O)[C@H](C)NC(=O)C2CCN(S(=O)(=O)c3ccc(F)cc3)CC2)cc1	1	1.2	4	21	-7	-4	-7	-7	-23
COc1ccc(C(=O)NCC(C)(C)N2CCOCC2)cc1S(=O)(=O)N1CCCC1	0.96	1.1	-4	-8	-5	4	18	-11	-14
CCCCCCOc1ccc(C(CC(N)=O)C(=O)O)cc1 (centres undefined)	1	1	3	-12	-1	-1	7	-6	-4
Cc1nc(NC(=S)NC(=O)COc2ccccc2Cl)ccc1Br	0.88	0.82	-3	16	15	12	6	-1	18
CCCn1c(C)cc(/C=C(\C#N)C(=O)OCC(=O)NC(=O)NCC)c1C	1	1.1	-5	5	-10	-2	7	1	-11
COc1ccc(/C=N\NC(=O)CNC(=O)C(c2ccccc2)c2ccccc2)cc1[N+](=O)[O-]	0.86	0.93	-12	10	-9	14	1	11	7
CCCCNC(=O)CCC(=O)Nc1ncc(-c2ccc(C)cc2)n1C	0.99	0.84	7	17	-5	1	-17	12	16
O=C(Cc1ccc(-n2cccc2)cc1)NCc1cccs1	1.1	1.4	-4	1	0	-8	4	-16	-40
Cc1ccc(NC(=O)CCN2CC(C)OC(C)C2)cc1 (centres undefined)	1	0.89	3	6	-2	-1	22	-5	11
COc1ccc(CNC(=O)C2CCN(S(=O)(=O)c3ccc4nc5c(c(C(=O)O)c4c3)CC(C)CC5)CC2)cc1 (centres undefined)	0.93	0.88	3	5	4	7	7	-1	12
C/C(=N\N1CCN(C2c3ccccc3-c3ccccc32)CC1)c1ccco1	1.1	0.87	39	41*	15	-13	16	2	13
O=C(Nc1ccc(OC(=O)c2cccnc2)cc1)c1cccnc1	1	0.89	-15	-9	-1	-1	11	4	11
COc1ccc(C(=O)c2ccc(Cl)cc2)c2ccccc12	0.92	1	-1	10	12	8	33	4	-1
CCOC(=O)CSc1ncc(-c2ccc([N+](=O)[O-])cc2)[nH]1	1	0.98	-12	3	-4	-2	6	-3	2
CC(C)Oc1ccc(CCNC(=O)CC2C(=O)NCCN2C)cc1 (centres undefined)	1.1	1.2	9	20	-6	-14	-1	21	-17
CS(=O)(=O)N1CCN(c2ccc([N+](=O)[O-])c(NCCN3CCOCC3)c2)CC1	0.96	0.97	-8	12	4	4	12	2	2
CC(C)(C)C(=O)COC(=O)c1ccc(O)cc1	1	0.95	-5	32	10	-1	10	15	5
COc1ccc(-c2cc(C3CC3)nc(SCC(=O)c3cccs3)c2C#N)cc1	0.97	0.95	8	12	18	3	4	2	5
CCOc1ccc(N(CC(=O)Nc2cccc(Cl)c2)S(=O)(=O)c2c(C)noc2C)cc1	1.8	0.99	23	27	4	-84	11	6	1
O=C(Cn1nc(C(=O)O)c2ccccc2c1=O)Nc1cccc(S(=O)(=O)N2CCCCC2)c1	1.1	1.1	-6	-14	17	-11	16	-17	-7
N#Cc1cc([N+](=O)[O-])ccc1NCCCn1ccnc1	0.93	0.9	4	-22	1	7	10	4	10
COc1ccc(S(=O)(=O)Nc2ccc(C)c(S(=O)(=O)N3CCOCC3)c2)cc1[N+](=O)[O-]	0.99	1.2	3	-9	-3	1	11	-1	-16

Later entries:
SMILES	mIAP act	hIAP activ	ATG4B inhibitor	tim10-1 inh	Apaf1 inhib	mIAP block	NALP3 yeast inh	TIM10 inh	hIAP block
Nc1nc(-c2ccco2)nn1C(=O)c1ccccc1	0.94	0.98	-4	35	11	6	16	26	2
COc1ccc(-c2csc(N(CCCN(C)C)C(=O)c3ccc(C(C)(C)C)cc3)n2)cc1	0.95	1	-1	18	33	4	14	4	0
Cc1cc(Nc2cccc([N+](=O)[O-])c2)n2c(nc3ccccc32)c1C#N	0.83	0.73	-2	-6	10	17	15	1	27
Cc1nn(C)c(C)c1CNC(=O)c1cnn2c1NC(c1ccccc1)CC2C(F)(F)F (centres undefined)	1	0.94	-11	18	-6	-2	-4	23	6
Clc1ccc(N2CCCCCC2)nn1	0.98	0.88	3	14	10	2	17	-22	12
CN1CCN(C(=O)C2CCC(=O)N(Cc3cccc(C(F)(F)F)c3)C2)CC1 (centres undefined)	1.1	1.1	0	11	2	-6	2	6	-5
CCOC(=O)C1C(=O)NC(SC)=C(C#N)C1c1ccccc1F (centres undefined)	0.95	0.97	-9	14	2	5	3	-1	2
COc1ccc(Nc2ccc(S(=O)(=O)N3CCCCC3)cc2[N+](=O)[O-])cc1	0.84	0.84	4	-7	-1	16	26	-14	16
Cc1ccc(NC(N)=S)cc1C	1	0.95	-1	4	-4	0	18	2	5
COc1ccc(-n2c(SCC(=O)Nc3cccc(S(N)(=O)=O)c3)nc3ccccc3c2=O)cc1OC	1	1.2	-8	3	-9	-4	-5	6	-18
Cc1nc(Nc2ccccc2O)c2oc3ccccc3c2n1	1.1	1	6	-17	-1	-6	5	-3	-2
CCCCCC(=O)Nc1cccc(C2=NOC3(C2)C[C@@H](C(N)=O)N(C(=O)c2cc([N+](=O)[O-])cc([N+](=O)[O-])c2C)C3)c1 (some centres undefined)	0.92	1	-14	-5	12	8	0	0	-2
COc1ccc(CCNC(=O)c2ccc(NC(=O)CC3SC(N4CCCC4)=NC3=O)cc2)cc1 (centres undefined)	1	0.91	-5	7	7	-1	10	2	9
COc1ccc(S(=O)(=O)NCCC(=O)OCc2cc(=O)oc3cc(C)ccc23)cc1[N+](=O)[O-]	0.95	1.1	-9	-17	7	5	1	-5	-12
NS(=O)(=O)c1ccc(CCNC(=O)COC(=O)C2CCN(c3ccc(C(F)(F)F)cn3)CC2)cc1	0.96	0.94	-2	-2	8	4	18	-9	6
COc1ccc(CN2CCNC(=O)C2CC(=O)N(C)CCC2CCOCC2)cc1OC (centres undefined)	0.94	1.3	-5	13	-7	6	-4	2	-27
CC1(C(=O)OCc2cc(=O)n3cc(Br)ccc3n2)CC1(Cl)Cl (centres undefined)	1	1.2	-7	24	10	-1	64*	-1	-18
COc1ccccc1Nc1ncccc1C(=O)NCc1ccccc1	0.95	0.9	-3	14	-12	5	27	11	10
C=CCNC(=O)c1cccc(C(F)(F)F)c1	1	1.2	3	-1	8	0	4	-1	-22
Cc1ccccc1CNC(=O)C1CCC(=O)N(C2CCCCCC2)C1 (centres undefined)	1	1	-5	10	-5	-3	8	-11	-2
O=C(NCc1cccnc1)c1cn(-c2ccccc2)nc1-c1cccs1	1.7	0.95	-3	14	1	-68	6	3	5
Cc1ccc(NC(=O)CSc2ccc(-c3ccco3)nn2)c(C)c1	0.9	0.94	-10	10	9	10	18	5	6
O=C(COC(=O)/C=C/c1cccc(F)c1)Nc1cccc(S(=O)(=O)NC2=NCCCCC2)c1	1	0.79	-6	-6	8	-1	4	-1	22
C[C@H](NC(=O)c1ccccc1Cl)C(=O)OCCOc1cccc(Cl)c1	1.1	1	0	-16	2	-6	13	2	-1

Individual results from the results shown:
Entry for `CCOC(=O)C1C(=O)NC(SC)=C(C#N)C1c1ccccc1F` (centres undefined) in TIM10 inh: -1
Entry for `COc1ccc(S(=O)(=O)NCCC(=O)OCc2cc(=O)oc3cc(C)ccc23)cc1[N+](=O)[O-]` in NALP3 yeast inh: 1
